aSyn tox rescue = rescues yeast growth from alpha-synuclein toxicity; Potency, µM (top dose mostly 46.1 µM), inactives show top-dose growth rescue (activation), actives largely listed as activators; S. cerevisiae alpha-synuclein toxicity rescue, BacTiter-Glo growth, 24 h; actives 0.02% (n = 94,000); active = well fitted activation curve with a large enough effect; inconclusive = small, poorly fitted or top-dose-only effect; note: 0% is about no effect
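Growth restoration measured by BacTiter-Glo luminescence after 24 hr at 30 deg C; alpha-synuclein yeast, raffinose-pregrown to mid-log, were added at OD600=0.02 in galactose medium onto pinned compounds.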
Active calls of the source: *; u = inconclusive; & = joins results of further samples; [ ] = another dose, or the depositor's remark. Potency is the fitted concentration of half-maximal effect. Not all compounds are listed. The share of hits here may be higher or lower than overall.

Compound	aSyn tox rescue
COc1ccc(-n2c(=O)c3c(c4cc(OC)ccc4n3C)n(CCC(C)C)c2=O)cc1	3%
Cn1c(=O)c(C(=O)CN2CCCCCC2)c(N)n(Cc2ccccc2)c1=O	7%
COc1cc(/C=C2\SC(=S)N(C(Cc3ccccc3)C(=O)O)C2=O)ccc1O (configuration not stated)	-12%
COc1ccccc1C(=O)NC(C)c1cccc2ccccc12 (configuration not stated)	-21%
CSc1ncc(Cl)c(C(=O)Nc2c(C(=O)Nc3cccc(Cl)c3)oc3ccccc23)n1	1%
CCOCc1[nH]c(=S)[nH]c(=O)c1Cc1ccc(OCC)cc1	-9%
CCc1ccc(NC(=O)CCS(=O)(=O)c2ccc3c(c2)n(C)c(=O)c(=O)n3C)cc1	0%
CC1CC1C(=O)OCC(=O)Nc1cccc(Br)c1 (configuration not stated)	1%
COc1cccc(CC(=O)Nc2ncc(C)s2)c1	-2%
Cc1cc(C)n2nc(C(=O)Nc3cccc(S(=O)(=O)N4CCOCC4)c3)nc2n1	-49%[inhibitor]
CC(C)(C)NC(=O)C(c1ccncc1)N(Cc1ccco1)C(=O)c1ccc(-c2ccccc2)[nH]1 (configuration not stated)	4%
COC(=O)c1ccc2c(c1)N(C)S(=O)(=O)c1cnc(SCC(=O)C(C)(C)C)nc1-2	13%
CCOc1ccccc1N(CC(=O)Nc1ccccc1Br)S(=O)(=O)c1ccccc1	14%
CCC(CC)C(=O)Nc1nnc(S(=O)(=O)N2CCc3ccccc32)s1	0%
CC1=C(C(=O)OCC(C)C)C(c2ccc(OCc3ccccc3)cc2)N2C(=O)CCSC2=N1 (configuration not stated)	4%
CCN(c1ncnc2c1cnn2-c1cccc(Cl)c1)C1CCCCC1	3%
COc1ccc(CCn2c(=S)[nH]c3cc(C(=O)N4CCOCC4)ccc3c2=O)cc1OC	-5%
CCOC(=O)C1=C(C)NC(C)=C(C(=O)OCC)C1	-3%
CCOc1ccc(S(=O)(=O)N(CC)CC)cc1NS(=O)(=O)c1ccc(F)c(F)c1F	-5%
CC(C)(C)c1ccccc1NC(=O)C1=COCCO1	-1%
CCCSc1nnc2c(n1)OC(c1sccc1C)Nc1ccccc1-2 (configuration not stated)	-13%
CCC1=C(c2ccc(C)cc2)S(=O)(=O)N=C1N1CCC(C(=O)NCc2ccc(N(C)C)cc2)CC1	-6%
CCC(CC)C(=O)Nc1cccc(-c2nc3cccnc3s2)c1	-12%
Cc1cc(C)c(S(=O)(=O)NCc2csc(-c3ccccc3)n2)c(C)c1	u
Cc1ccc(NC(=O)N2CCc3c(sc4c3CCCC4)C2c2ccccc2)cc1F (configuration not stated)	3%
O=S(=O)(Nc1nc2ccccc2nc1NCC1CCCO1)c1cccc(Cl)c1 (configuration not stated)	28%
CCOC(=O)c1cccc(NC(=O)CCc2c(C)nc3cc(-c4ccc(Cl)cc4)nn3c2C)c1	-1%
CCc1ccc(NC(=O)CSc2nnc3[nH]c(=O)cc(-c4ccccc4)n23)cc1	-5%
CC(C)c1ccc(NC(=O)CN2C(=O)c3ccccc3S2(=O)=O)cc1	0%
COC(=O)c1ccc(-n2c(/C=C/c3cc(OC)c(OC)c(OC)c3)nc3cc(Cl)ccc3c2=O)cc1	1%
COC(=O)C(Cc1ccccc1)NC(=O)CNC(=O)c1ccccc1OC (configuration not stated)	1%
CC(=O)Nc1cccc(C(=O)Nc2ccc(S(=O)(=O)NC3=NCCCCC3)cc2)c1	10%
CCC(C)c1ccccc1N=Cc1ccc2c(c1)OCO2 (configuration not stated)	8%
O=C(Nc1ccc(S(=O)(=O)Nc2nccs2)cc1)c1cnc(Cl)c(Cl)c1	0%
COc1ccc(NCc2cccn2-c2nnc(N3CCC(C)CC3)s2)c(OC)c1	8%
COc1ccccc1CNC(=O)c1cc(Sc2cccc(Cl)c2)nc2ccccc12	-8%
O=C(CCC(=O)N1CCOc2ccccc21)NCc1ccccn1	-5%
CN(CCCn1ccc(N)nc1=O)Cc1ccco1	-3%
COc1ccc(N2CCN(C(CNC(=O)CC(C)C)c3ccc4c(c3)OCO4)CC2)cc1 (configuration not stated)	-7%
Cc1ccc(S(=O)(=O)c2cc3c(=O)n4ccccc4nc3n(CCc3ccccc3)c2=N)cc1	5%
Cc1cccn2c(=O)nc(SCC(=O)c3ccccc3)nc12	-1%
Cc1cc(=O)n(CC(=O)Nc2ccc([N+](=O)[O-])cc2)c(-n2nc(C)cc2C)n1	27%
Cc1ccc(C(=O)CSc2nc3cc(C(=O)NC4CCCC4)ccc3c(=O)n2CC2CCCO2)cc1 (configuration not stated)	2%
CCOC(=O)c1c(C)sc(-c2c(-c3cc(C)ccc3C)[nH]c3c2c(=O)[nH]c(=O)n3C)c1O	-4%
CCOc1ccc(-n2c(=O)c3c4c(sc3n(Cc3cc(=O)n5cc(Cl)ccc5n3)c2=O)CCC4)cc1	9%
Cc1ccc(C(=O)N(CC(C)C)c2c(N)n(Cc3ccccc3)c(=O)[nH]c2=O)o1	1%
C/C(=N\NC(N)=O)c1ccc(Cl)s1	3%
COc1cccc(NC(=O)C(=O)NCCc2csc3nc(-c4ccccc4C)nn23)c1	6%
O=C1N=c2ccccc2=C1c1sc(=S)n(-c2ccc(O)cc2)c1O	-7%
COc1ccc(NS(=O)(=O)c2cc(NC(=O)C3CCCCC3)ccc2N2CCOCC2)cc1	3%
Cc1ccc(C)c(N(C)C(=O)CCNC(=O)Cn2cnc3ccccc3c2=O)c1	1%
Cc1c(C(=O)/C=C/N(C)C)nnn1-c1ccc(Cl)cc1Cl	-79%[inhibitor]
COc1cccc(C(=O)Nc2ccccc2-c2nc(-c3ccc(C)cc3)no2)c1	-8%
COc1ccc(OC)c(NC(=O)CSc2nc3ccccc3nc2N2CCCCC2)c1	8%
Cc1ccc(N2CCN(c3ncnc4onc(-c5ccc(F)cc5)c34)CC2)c(C)c1	0%
CN1CCN(Cc2nc3ccccc3c(=O)n2Cc2nc(-c3cccc([N+](=O)[O-])c3)cs2)CC1	-14%
COc1ccc(N(C)S(=O)(=O)c2cccc(C(=O)Nc3nnc(C4CC4)s3)c2)cc1	10%
O=C(NCCc1ccc(Cl)cc1)c1cc(=O)[nH]c2ccccc12	-1%
COc1ccc(NC(=O)Cc2cccc(F)c2)cc1S(=O)(=O)Nc1ccccc1Cl	10%
CCN1CCSc2ccc(C(=O)NCc3cccc(F)c3)cc21	1%&-11%

Continuation.
Compound	aSyn tox rescue
Cc1ccc(C(=O)COC(=O)CCCC(=O)Nc2cc(C(F)(F)F)ccc2Cl)cc1C	5%
Cc1nc2c(C(=O)NCc3ccccc3)c[nH]n2c(=O)c1Cc1ccccc1Cl	-2%
CCCc1nc2ccccc2n2c(-c3ccccc3)c3c(=O)n(C)c(=O)n(C)c3c12	-29%
COCCNC(=O)CN(C(=O)CCC(=O)Nc1nccs1)c1ccc2c(c1)OCO2	9%
O=C(/C=C/c1ccc(OCCCF)cc1)Nc1ccnc(-c2ccncc2)n1	-5%
COc1ccc(-n2c(C)nc3cc(C(=O)NC4CCCC4)ccc32)cc1	0%
COC(=O)C1C(c2ccc(Br)cc2)Nc2nnc(C(F)(F)F)n2C1(C)O (configuration not stated)	4%
Cc1ccc(N2C(=O)c3cccc([N+](=O)[O-])c3C2=O)cc1C	17%
CCC(C)(C)NC(=O)C(c1ccc(O)cc1)N(CCOC)C(=O)CCC(=O)Nc1nccs1 (configuration not stated)	15%
COc1cccc(CNC(=O)C2CCCN(c3nn4cc(-c5ccc(C)cc5)nc4s3)C2)c1 (configuration not stated)	1%
Cc1cc(Cl)ccc1NC(=O)c1cccc(NC(=O)N2CCSc3ncccc32)c1	0%
Cc1cc(NC(=O)CSc2nc(-c3cccc(F)c3)nc3c2c(=O)n(C)c(=O)n3C)no1	-4%
Cc1onc(NC(=O)CSCC(=O)O)c1Br	-9%
C[C@H](O)[C@@H]1C(=O)N2CCc3c([nH]c4ccccc34)[C@@H]2C[C@@H]1N(C)C(=O)Nc1cc(Cl)cc(Cl)c1	-11%
CCOc1ccc(C2c3c(oc4ccccc4c3=O)C(=O)N2c2nnc(C)s2)cc1OC (configuration not stated)	-2%
O=C(Nc1ccc(-c2nc3ccccc3s2)c(O)c1)c1ccc(Br)cc1	-4%
O=C(OCc1cccc([N+](=O)[O-])c1)c1cccnc1Cl	-1%
COc1cccc(CNC(=O)CCNS(=O)(=O)c2cccc3nsnc23)c1	-2%
Cn1cc(S(=O)(=O)c2cccc(Cl)c2)c(=O)c2cc(F)c(N3CCN(c4ccc(F)cc4)CC3)cc21	2%
CCCN1CCN(S(=O)(=O)c2cc3c(cc2C)NC(=O)CO3)CC1	-7%
Cc1ccc(CN2CCSc3ccc(C(=O)Nc4ccc(Cl)cc4)cc32)cc1	4%
Cc1cc(C)cc(NC(=O)N2CCC(N3CCCCC3)CC2)c1	1%
Cc1ccc(S(=O)(=O)N(C)CC(=O)NCCCn2ccnc2)cc1	-5%
CCOc1ccc(-n2c(-c3ccc(C)cc3)nc3c(cnn3-c3ccccc3)c2=O)cc1	10%
CCc1ccc(C(C)NC(=O)c2cccs2)cc1 (configuration not stated)	-13%
COc1ccc(CNC(=O)CN(c2ccc(OC)cc2)S(=O)(=O)c2c(C)[nH]c(=O)[nH]c2=O)cc1	3%
O=C(Nc1ccc(Cl)cc1)C1CCCN(S(=O)(=O)c2ccc3[nH]c(=O)ccc3c2)C1 (configuration not stated)	-3%
O=C(NCc1ccc(Cl)cc1)C1CCCN(c2ncnc3onc(-c4ccc(F)cc4)c23)C1 (configuration not stated)	-7%
CN1CCN(C(=O)CC2(CC(=O)O)CCCC2)CC1	-8%
CCNC(=O)c1c(NC(=O)Cc2coc3ccc(CC)cc23)sc2c1CCCC2	2%
Cc1ccc2c(=O)cc(C(=O)Nc3sc4c(c3C(=O)NCc3ccccc3)CCCC4)oc2c1C	-9%
COc1ccc(C2CC(c3ccccc3)=NN2C(=O)CSc2nccc(=O)[nH]2)cc1 (configuration not stated)	-12%
CN(C(=O)COC(=O)C1CCN(S(=O)(=O)c2ccc3c(c2)OCCO3)CC1)C1CCCCC1	12%
Cn1c(=O)[nH]c(=O)c2c1nc(SCCN1CCOCC1)n2CCCc1ccccc1	-8%
CCn1c(C)c(C)c2cc(C(=O)NCCc3ccc(C)cc3)ccc21	7%
COc1ccc(CNC(=O)c2sc3nc[nH]c(=O)c3c2C)cc1	-2%
CCOc1ccccc1N1CCN(C(=O)NCc2ccc(C)cc2)CC1	-3%
CC1=C(C(=O)Nc2cccnc2)C(c2ccc(Cl)cc2)n2nc(-c3ccccc3)nc2N1 (configuration not stated)	8%
COc1ccc(NC(=O)CSCC(=O)Nc2cccc3ncccc23)cc1	-1%
CCc1ccc2occ(CC(=O)Nc3nnc(SC)s3)c2c1	3%
O=C(OCn1nnc2ccccc2c1=O)c1cc2ccccc2o1	-2%
CCc1cccc(C)c1NC(=O)CN1CCN(S(=O)(=O)c2ccc(C(C)(C)C)cc2)CC1	9%
COc1ccc(-n2c(SCc3ccccc3F)nc3c([nH]c4ccccc43)c2=O)cc1	-3%
O=C(Nc1ccc2oc(-c3cccnc3)nc2c1)c1ccc(-c2ccc(Cl)cc2)o1	4%
O=c1[nH]cc(I)cc1I	5%

Looked up one by one from above (7):
Compound	aSyn tox rescue
COc1ccc(C2CC(c3ccccc3)=NN2C(=O)CSc2nccc(=O)[nH]2)cc1 (configuration not stated)	-12%
Cn1c(=O)[nH]c(=O)c2c1nc(SCCN1CCOCC1)n2CCCc1ccccc1	-8%
CCc1ccc2occ(CC(=O)Nc3nnc(SC)s3)c2c1	3%
Cc1ccc2c(=O)cc(C(=O)Nc3sc4c(c3C(=O)NCc3ccccc3)CCCC4)oc2c1C	-9%
CN(C(=O)COC(=O)C1CCN(S(=O)(=O)c2ccc3c(c2)OCCO3)CC1)C1CCCCC1	12%
O=c1[nH]cc(I)cc1I	5%
CC1=C(C(=O)Nc2cccnc2)C(c2ccc(Cl)cc2)n2nc(-c3ccccc3)nc2N1 (configuration not stated)	8%

The results go on.
Compound	aSyn tox rescue
CCOC(=O)C1(Cc2ccc(Cl)cc2)CCN(C(=O)C2=NNC(=O)CC2)CC1	7%
Cc1ccc(OCCn2nnc3sc4c(c3c2=O)CCC(C(C)(C)C)C4)cc1 (configuration not stated)	0%
COc1ccc(S(=O)(=O)NCCc2cn3cccc(C)c3n2)cc1OC	0%
Cc1c(NS(=O)(=O)c2cccc(C(=O)O)c2)c(=O)n(-c2ccccc2)n1C	7%
CC1CC(C)CN(C(=O)COC(=O)/C=C/c2cccc([N+](=O)[O-])c2)C1 (configuration not stated)	-2%
CCC1CCCCN1CCCNC(=O)c1ccc2c(c1)c(C)c(C)n2CC (configuration not stated)	0%
CSCCC(NC(=O)c1cccc(C)c1)C(=O)OCC(=O)Nc1c(C)nn(-c2ccccc2)c1C (configuration not stated)	-5%
COC(=O)c1sc2cc(=O)n(-c3cccc(C(F)(F)F)c3)nc2c1O	8%
CCc1ccc(NC(=O)Cn2nnc(C(=O)NCCc3ccccc3)c2N)cc1	-7%
CCOC(=O)c1ccccc1NC(=O)N1CCC(CN2CCOCC2)CC1	-8%
Cc1ccc2c(cnn2C(=O)CCC(=O)N2CCCCC2C)c1 (configuration not stated)	7%

Screening results as filed in PubChem BioAssay.
